# From PubChem BioAssay
# Cdc42 wt – modulators of GTP binding to wildtype Cdc42, primary screen, biochemical, multiplex bead flow cytometry, Bodipy-GTP | Cell division control protein 42 homolog (Homo sapiens), P60953 | GST-Cdc42 beads; actives lie on both sides | percent activity (GTP binding), % at 10 µM | 0.2% of 190,000 active | AID 761, 2007;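 active = percent activity GTP binding at least 20 points away from the 100% baseline, either down as inhibitor or up as activator; inconclusive = compound flagged as likely green fluorescent from well-wide comparison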;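 also: median bead fluorescence of bound Bodipy-FL-GTP at 100 nM; 0% = excess unlabeled GTP control and 100% = no compound control; below 100% means less GTP binding so inhibitor and above means activator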
# Target sequence (P60953 whole entry, looked up): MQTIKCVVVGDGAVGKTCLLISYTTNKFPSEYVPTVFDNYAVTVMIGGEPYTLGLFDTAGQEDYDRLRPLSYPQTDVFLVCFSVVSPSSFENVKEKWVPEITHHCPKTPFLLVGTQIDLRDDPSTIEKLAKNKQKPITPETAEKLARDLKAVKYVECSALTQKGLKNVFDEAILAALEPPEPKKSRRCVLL
# Bfl-1 Bim block – inhibitors of Bim binding to Bfl-1, primary screen, biochemical, multiplexed, bead-based flow cytometry | Bim-Bfl-1 binding inhibition | inhibition, % at 10 µM | 0.12% of 190,000 active;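 also: 0% = wells without compound plus tracer and 100% = blocker peptide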
# HRas wt GTP bind – modulators of GTP binding to HRas wildtype, primary screen, biochemical, bead-based flow cytometry, multiplex. GTPase HRas (Homo sapiens), P01112. GST-Ras wt beads, Bodipy-FL-GTP binding; actives lie on both sides. GTP binding activity, % at 10 µM. 0.14% of 190,000 active. AID 759, 2007;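 active = GTP binding activity at least 20% away from the 100% baseline, either lowered as inhibitor or raised as activator; inconclusive = flagged as likely green fluorescent, judged across all proteins in the well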;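 also: 0% = unlabeled GTP competition control and 100% = no-compound control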
# Target sequence (P01112 whole entry, looked up): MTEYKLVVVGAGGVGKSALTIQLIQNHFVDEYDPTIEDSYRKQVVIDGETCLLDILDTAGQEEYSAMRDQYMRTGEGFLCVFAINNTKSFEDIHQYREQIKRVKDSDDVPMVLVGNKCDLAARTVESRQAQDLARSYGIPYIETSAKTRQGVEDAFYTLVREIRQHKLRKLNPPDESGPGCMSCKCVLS
# Bcl-W Bim block – inhibitors of Bim binding to Bcl-W, primary screen, biochemical, multiplexed, bead-based flow cytometry | Bcl-2-like protein 2 (Homo sapiens), Q92843 | Bim peptide-Bcl-W binding | inhibition, % at 10 µM | 0.02% of 190,000 active | AID 952, 2007;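 also: 0% = bound tracer without compound and 100% = peptide blocker; higher means less fluorescent Bim peptide bound to Bcl-W beads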
# Target sequence (Q92843 whole entry, looked up): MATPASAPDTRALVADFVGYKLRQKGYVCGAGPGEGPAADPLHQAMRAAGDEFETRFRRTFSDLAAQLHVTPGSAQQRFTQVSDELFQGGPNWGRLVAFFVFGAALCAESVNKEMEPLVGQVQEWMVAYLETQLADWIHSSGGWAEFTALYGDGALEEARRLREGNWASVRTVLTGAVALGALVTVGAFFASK
# Bim-Bcl-B – inhibitors of Bim-Bcl-B binding, primary screen, biochemical, multiplexed, human Bcl-2 family; bead-based flow cytometry, Bim peptide-Bcl-B binding; inhibition, % at 10 µM; 0.073% of 190,000 active; AID 951, 2007;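 also: 0% = tracer peptide without compound and 100% = reference inhibitor peptide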
# Target sequence (Q9HD36 whole entry, looked up): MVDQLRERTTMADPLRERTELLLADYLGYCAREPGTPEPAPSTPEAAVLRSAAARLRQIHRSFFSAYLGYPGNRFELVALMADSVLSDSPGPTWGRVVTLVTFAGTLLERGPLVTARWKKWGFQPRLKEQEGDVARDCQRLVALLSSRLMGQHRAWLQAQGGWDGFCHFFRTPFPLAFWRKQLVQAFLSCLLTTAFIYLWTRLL
# Bcl-2 Bim block – inhibitors of Bim-Bcl-2 binding, primary screen, biochemical, multiplexed, human Bcl-2 family | Bead-based flow cytometry, Bim peptide-Bcl-2 binding | inhibition, % at 10 µM | AID 950, 2007 | Apoptosis regulator Bcl-2 (Homo sapiens), P10415 | 0.06% of 190,000 active; in the data active = inhibition above about 40%; inconclusive = no clear call, values can overlap the other calls;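 also: 0% = no compound wells with probe peptide and 100% = reference peptide inhibitor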
# Target sequence (P10415 whole entry, looked up): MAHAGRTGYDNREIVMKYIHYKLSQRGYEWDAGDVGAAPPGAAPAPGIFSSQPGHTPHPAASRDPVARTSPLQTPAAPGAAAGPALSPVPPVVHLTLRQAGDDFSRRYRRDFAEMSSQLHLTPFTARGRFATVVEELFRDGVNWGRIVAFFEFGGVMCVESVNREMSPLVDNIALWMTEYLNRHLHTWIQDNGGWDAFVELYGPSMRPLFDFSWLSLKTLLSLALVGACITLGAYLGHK
# Bcl-XL Bim block – inhibitors of Bim-Bcl-XL binding, primary screen, biochemical, multiplexed, bead flow cytometry, human Bcl-XL. 0.04% of 190,000 active. Bim peptide-Bcl-XL binding, fluorescence. inhibition, % at 10 µM. Bcl-2-like protein 1 (Homo sapiens), Q07817
# Rab7 wt modul – modulators of GTP binding to Rab7, primary screen, biochemical, wildtype, multiplex bead flow cytometry; AID 758, 2007; GST-Rab7 beads, fluorescent GTP binding; actives lie on both sides; untreated = 100%, excess cold GTP = 0%; 0.055% of 190,000 active; Rab7 GTPase wild type (dog), Bodipy-FL-GTP binding; GTP binding activity (percent of control), % at 10 µM;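 active = fluorescent GTP binding to Rab7 beads changed by at least 20 points from the 100% baseline, either direction, mostly lower; inconclusive = compound itself probably fluorescent, or too few beads counted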;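 also: median green fluorescence of bound Bodipy-FL-GTP per Rab7 bead population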
# Rab2 wt GTP – modulators of GTP binding to Rab2A wildtype, primary screen, biochemical, dog, bead-based flow cytometry, multiplex; Ras-related protein Rab-2A (Canis lupus familiaris), P61105; GST-Rab2 wt beads, Bodipy-GTP binding; GTP binding activity, % at 10 µM; 0.19% of 190,000 active;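 active = GTP binding activity at least 20 points away from 100%, either lowered or raised; inconclusive = signal likely due to the compound's own green fluorescence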;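 also: 0% = beads with excess unlabeled GTP and 100% = no-compound control corrected for plate trend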
# Rac1 mut GTP – GTP binding modulators of activated mutant Rac1, primary screen, biochemical, bead-based flow cytometry, multiplex, fluorescent GTP | AID 764, 2007 | GST-Rac1 activated beads; actives lie on both sides; 100% means binding = to untreated wells | percent activity (GTP binding), % at 10 µM | 0.11% of 190,000 active | Ras-related C3 botulinum toxin substrate 1 (Homo sapiens), P63000;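 active = GTP binding at least 20 percentage points away from the 100% baseline, in either direction, so actives lie on both sides; inconclusive = Compound likely fluorescent itself, or too few beads counted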
# Rac1 wt modul – wildtype Rac1 GTP binding modulators, primary screen, biochemical, GST-Rac1 beads, flow cytometry, multiplex | Ras-related C3 botulinum toxin substrate 1 (Homo sapiens), P63000 | fluorescent GTP binding; actives lie on both sides; 0 = cold GTP competed, 100 = untreated | GTP binding activity (% of control), % at 10 µM | 0.27% of 190,000 active;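 active = GTP binding activity at least 20 points away from the 100% control level, either lower or higher; inconclusive = compound flagged as likely green fluorescent, judged across all proteins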
# * hit, by the source's call; ? = inconclusive. Rule as the data show it, unless noted: active = inhibition above about 40%.
SMILES,Cdc42 wt,Bfl-1 Bim block,HRas wt GTP bind,Bcl-W Bim block,Bim-Bcl-B,Bcl-2 Bim block,Bcl-XL Bim block,Rab7 wt modul,Rab2 wt GTP,Rac1 mut GTP,Rac1 wt modul
Cc1c(Cl)cccc1NS(=O)(=O)c1ccc2c(c1)C1C=CCC1C(c1ccc(C(=O)O)cc1)N2 (stereo not given),78*,18,83,0,2,2,-4,92,80,73*,84
OC(CN1CCN(Cc2ccccc2)CC1)Cn1c2ccccc2c2ccccc21 (stereo not given),99,0,99,-2,-6,-1,-6,100,98,99,104
CCC(CC)C(=O)NCc1ccccc1Cl,98,-1,95,-1,-2,0,-3,95,97,99,100
COc1ccc(-n2nc(C(=O)NCC(=O)Nc3ccccn3)c3ccccc3c2=O)cc1,106,-5,106,-1,-2,-2,-1,100,104,97,100
CCCCCn1c(S(=O)(=O)O)nc2ccccc21,96,-3,97,-1,-1,-1,-1,96,94,94,101
Cc1ccc(C)c(NC(=O)C(C)CC2COCCO2)c1 (stereo not given),100,0,99,0,0,-1,0,95,96,98,99
CCn1c(=O)cc(SCC(=O)N2CCN(C(=O)c3ccco3)CC2)c2ccccc21,95,-3,94,-2,-2,-3,-1,96,90,96,93
CCN(CC)C(=O)CSc1ncnc2c(-c3ccc(OC)cc3)nsc12,100,-2,99,0,-1,0,-1,96,98,97,100
CC(=O)Nc1nc(C)c(Cc2ccccc2)c(=O)[nH]1,99,-6,98,-2,2,-3,-2,98,98,98,97
C=CCn1c(SCc2ccccc2C#N)nnc1-c1ccccc1O,105,-7,106,0,-6,-11,-4,103,104,101,111
COc1ccc(S(=O)(=O)NCCC(=O)NCc2cccs2)cc1,98,-9,99,1,-7,2,0,100,99,98,103
COc1ccc2c(c1OC)C(C1c3c(cc4c(c3OC)OCO4)CCN1C)OC2=O (stereo not given),96,-8,98,-6,-5,14,-7,98,94,100,98
COc1ccccc1-c1c(C(F)(F)F)oc2cc(OC(=O)c3cccc([N+](=O)[O-])c3C)ccc2c1=O,105,-1,103,-3,-2,-1,-3,101,103,100,108
Cc1c(NC(=O)c2cc3ccccc3oc2=O)c(=O)n(-c2ccccc2)n1C,103,-16,101,-2,-8,-9,-6,99,100,99,104
O=C(CSc1nc2ccccc2n1CC(=O)N1CCCC1)Nc1nccs1,107,-7,105,4,-4,-1,-1,101,103,102,111
O=C1CC(C(=O)Nc2ccc(C(=O)O)cc2)C(c2ccccc2)O1 (stereo not given),103,-15,103,-1,-12,-7,-6,102,103,101,105
Cn1ccnc1SCc1ccc([N+](=O)[O-])cc1,101,1,100,0,-3,2,1,95,99,100,100
CCOC(=O)C1CCN(C(=O)c2cnn3c(C)cc(C)nc23)CC1,98,-2,96,-1,-2,-3,0,95,96,96,95
CCNc1nc2nonc2nc1NCC,103,2,100,-1,1,-3,0,95,100,99,101
O=C(CN1C(=O)C2C3CCC(C3)C2C1=O)OCC(=O)c1cccc([N+](=O)[O-])c1 (stereo not given),102,-16,101,-7,-12,-12,-13,103,102,101,101
COc1ccc(N2CCN(c3nc(NCCc4ccc(OC)c(OC)c4)nc(OC)n3)CC2)cc1,101,-10,100,7,-6,-10,5,98,98,96,100
O=C(NCCCC(=O)N1CCOCC1)c1cccnc1,111,-10,102,3,-7,-9,-1,93,93,102,105
O=C(Nc1ccccc1)C(Cc1cccs1)c1nn[nH]n1 (stereo not given),97,3,97,3,0,-3,0,96,100,99,94
C=CCNCCCCOc1ccc(OCc2ccccc2)cc1,101,-2,100,0,-1,-1,1,105,103,99,102
CCOC(=O)N1CCC(c2cc(=O)n3[nH]ccc3n2)CC1,101,-11,101,-1,-4,-6,-3,104,103,97,103
COc1ccc(C(NC(=O)c2ccc(-c3ccccc3)cc2)c2ccccc2)cc1 (stereo not given),99,-3,99,-2,-2,0,1,95,100,99,97
Cc1cc(C)nc(N(C#N)Cc2ccc(Cl)cc2)n1,92,-4,93,0,-2,-1,0,94,91,91,94
O=C(CN1C(=O)c2ccccc2C1=O)Nc1ccccc1C(=O)N1CCCC1,103,-8,103,3,-4,-4,0,103,100,100,111
Cc1c(C(=O)O)oc2ccc(S(=O)(=O)NCc3ccc4c(c3)OCO4)cc12,102,-3,101,-5,0,-2,-4,101,101,100,102
COc1cc(CNc2ccc3[nH]c(=O)[nH]c3c2)cc(Br)c1OCC(=O)NC(C)(C)C,99,9,100,21,-8,-3,2,96,98,98,105
CCc1nc2scc(-c3cccs3)c2c(=O)o1,93,-4,96,-3,1,6,0,91,94,94,95
CC(=O)Nc1ccc2c(c1)nc(CCN1CCOCC1)n2C,97,-12,97,0,-7,-10,-2,99,96,97,99
O=C(NCc1ccncc1)c1nnc(Cc2c(F)cccc2Cl)o1,104,-5,103,-1,-3,-3,0,101,103,100,101
S=C(Nc1ccccc1Cl)N1CCCC1,98,-6,98,-1,-2,0,-3,104,100,96,97
O=C(CCSCCc1ccncc1)NCCCN1CCOCC1,97,-2,97,0,-2,0,2,93,96,93,95
CCSc1nnc(NC(=O)CSC2=NN3CCCC(=O)N=C3S2)s1,98,4,94,0,1,-1,-2,94,98,95,100
CCOC(=O)N1CCN(S(=O)(=O)/C=C/c2ccccc2)CC1,100,-17,98,0,-9,-12,-6,97,99,99,102
Oc1c(Cl)cccc1C=Nc1cc(C(F)(F)F)ccc1N1CCCC1,99,-15,98,-2,-17,-10,-9,99,99,96,103
Cc1nc2ccc(S(=O)(=O)NC(C(=O)NCc3cccs3)C(C)C)cc2s1 (stereo not given),97,-10,97,0,-5,-5,-2,99,98,98,102
COc1ccccc1OCCCCN1CCN(C(c2ccccc2)c2ccccc2)CC1,98,1,99,-4,-7,-1,-4,98,98,99,103
CN(c1ccccc1)S(=O)(=O)c1ccc(Cl)nc1,97,-4,99,-1,-3,-5,0,105,100,97,100
Cc1ccc(-c2nnc(SCC(=O)Nc3ccccc3F)o2)cc1,96,-10,99,-4,-11,-6,-2,98,97,95,96
Cc1c(NC(=O)Cc2noc3ccccc23)cccc1[N+](=O)[O-],100,-2,99,0,0,2,0,99,96,98,101
CCc1nnc(NC(=O)C(=O)NCCOC(=O)c2ccccc2Cl)s1,101,0,100,1,0,-2,0,97,101,100,100
CCN(CC)c1ccc(/C=N/Nc2ccccc2)c(O)c1,102,-4,100,3,-6,-4,5,100,99,101,104
CCN(CC)C(=O)C(=O)N/N=C/c1ccc(Br)cc1,99,-11,95,-4,-6,-6,-6,96,97,95,95
O=c1[nH]nc(Cc2ccc(-c3ccc(Cl)cc3)o2)c2ccccc12,99,0,97,-3,-1,3,-8,98,98,97,98
CCOC(=O)N1CCN(c2c(N3CCN(c4cccc(C)c4C)CC3)c(=O)c2=O)CC1,94,-10,98,-1,-4,-9,-3,99,97,95,96
CC(=O)C1=C(O)C(=O)N(CCCCCC(=O)O)C1c1ccc(N(C)C)cc1 (stereo not given),99,-23,101,-8,-13,-18,-15,100,102,101,105
O=C(CN1CCN(S(=O)(=O)c2ccc(Cl)cc2)CC1)Nc1ccc2c(c1)OCCO2,104,-8,102,-4,-2,-5,-11,99,102,101,104
# The listing continues:
SMILES,Cdc42 wt,Bfl-1 Bim block,HRas wt GTP bind,Bcl-W Bim block,Bim-Bcl-B,Bcl-2 Bim block,Bcl-XL Bim block,Rab7 wt modul,Rab2 wt GTP,Rac1 mut GTP,Rac1 wt modul
O=C(c1cccs1)n1nc(-c2ccccc2)nc1NCc1ccco1,?,-3,?,-3,-5,-3,-6,?,?,?,?
Cc1nn(C)cc1CNCc1c(C(=O)N2CCCCC2)nc2c(C)cccn12,99,1,100,4,3,5,4,100,100,99,102
Fc1ccc(CO/N=C/C2=C(Cl)c3ccccc3CC2)cc1,102,-11,100,0,-8,-6,-4,102,100,99,104
O=C1Nc2cc(Cl)cnc2N2CCCC12 (stereo not given),101,1,99,1,-8,-1,-1,100,101,98,105
Cc1cc(C)n(-c2ccccc2[N+](=O)[O-])n1,96,-5,99,-2,-3,-5,1,105,98,98,98
CCOCc1c(C(=O)Nc2cc(OCC)c(N3CCOCC3)cc2OCC)oc2ccccc12,98,2,97,0,-2,0,0,95,96,97,99
COc1cc(CN2CCCC(C)C2)cc([N+](=O)[O-])c1O (stereo not given),99,-16,99,-1,-10,-10,-10,104,102,98,103
O=[N+]([O-])c1ccc(C2CCCC/C2=N\OCc2cccc(F)c2)c([N+](=O)[O-])c1 (stereo not given),101,0,101,-1,1,-5,0,103,104,99,103
CSc1cccc(NC(=S)NCCCN2CCN(c3ccc(F)cc3)CC2)c1,100,-4,98,-2,-7,-3,-4,96,96,96,100
COc1ccc(N(CC(=O)NC2CCCCC2)S(=O)(=O)c2cccnc2)cc1,95,-1,96,4,3,2,3,94,95,97,99
O=C(c1cccc2ccccc12)C1CCCN(C(=O)c2ccc(N3CCOCC3)cc2)C1 (stereo not given),94,-6,96,-1,-4,-3,-6,101,95,96,100
COc1ccccc1CCc1nnc(CCC(=O)N(C)Cc2cccc3ncccc23)o1,98,-3,98,-5,-1,-6,-2,99,99,97,102
COc1ccc(C2=NC(=O)/C(=C\c3cc(OC)c(OC)c(OC)c3)O2)cc1,98,0,100,-3,-8,-4,-7,95,98,98,100
O=[N+]([O-])c1ccccc1Nc1c2ccccc2nc2ccccc12,100,-2,98,0,-4,0,0,95,98,97,99
Cn1c(=O)c2cc(S(=O)(=O)N3CCC(c4ccccc4)CC3)ccc2n(C)c1=O,101,-7,101,0,-8,-4,0,104,104,99,104
O=C(O)CC/C(=C\c1ccc(N2CCCC2)c([N+](=O)[O-])c1)c1nc2ccccc2s1,75*,-7,79*,-2,-2,-4,-3,81,74*,75*,82
CC1C/C(=N/Nc2nc3ccccc3[nH]2)CC(C)(C)C1 (stereo not given),108,3,108,0,-3,-1,-1,109,107,103,110

# Compounds were not picked by outcome, and some 0.62% of all compounds hit somewhere here.
